MrgX1 antag: antagonists of human MrgX1 receptor; 310,000 compounds, 1.3% hits; B-score at 10 µM; MRGX1-HEK293 calcium flux, Fluo-4, BAM8-22 antagonism; active compounds read low; Q96LB2;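 active = calcium-response B-score plate-corrected more than 3 library SD below zero, starting fluorescence within 5 deviations, no agonist response on first addition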;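 note: peak minus trough fluorescence over baseline after final BAM8-22 challenge near maximal dose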
Target sequence (Q96LB2 whole entry, looked up): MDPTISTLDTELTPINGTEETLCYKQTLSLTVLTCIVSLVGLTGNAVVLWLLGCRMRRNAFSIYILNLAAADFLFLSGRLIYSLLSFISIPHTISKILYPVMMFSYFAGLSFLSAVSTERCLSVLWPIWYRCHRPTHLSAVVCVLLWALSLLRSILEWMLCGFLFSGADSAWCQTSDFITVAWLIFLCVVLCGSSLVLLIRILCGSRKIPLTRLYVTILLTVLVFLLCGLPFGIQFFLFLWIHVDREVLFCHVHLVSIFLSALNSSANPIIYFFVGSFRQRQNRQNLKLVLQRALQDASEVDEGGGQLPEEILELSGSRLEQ
MrgX1 ag: activates human MrgX1 receptor signaling; Q96LB2; AID 588627; MrgX1-HEK293 cells, Fluo-4 calcium fluorescence, agonist mode; active compounds read high; B-score at 10 µM; 310,000 compounds, 0.44% hits;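 active = calcium response B-score plate-corrected fluorescence ratio at least 3 library SD, with starting fluorescence B-score inside 5 SD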
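System: HEK293 cells stably expressing human MrgX1 receptor; Dosing: test compound in the initial addition of three; Schedule: overnight plating, then 30 min 37 °C plus 30 min room-temperature dye loading; Detection: kinetic calcium dye fluorescence, Fluo-4 NW; Controls: per-plate positive and negative controls for Z′ factor.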
HIF act: HIF pathway transcriptional activation. U2OS HRE-luciferase reporter, luminescence; normalized: DMSO 0%, desferrioxamine 100%. activation, % at 7.5 µM (by protocol). 300,000 compounds, 0.32% hits;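 active = mean activation of at least 10% of the iron chelator positive control signal, with at least half of replicates also reaching 10%; inconclusive = mean and replicate majority disagree about reaching 10%; inactive = mean and most replicates under 10%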
Platelet DG rel: modulates dense granule release in human platelets. human platelet-rich plasma, SFLLRN dense granule ATP release, luminescence. inhibition, %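 (compounds screened at 7.5 µM in platelet-rich plasma)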. 300,000 compounds, 0.22% hits;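 active = mean replicate score, as percent of positive control, at or above 50; inconclusive = mean below 50 but at least one replicate at or above 50; inactive = mean and every replicate below 50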
TRPC6 inh: blocks the mouse TRPC6 cation channel; 310,000 compounds, 1.1% hits; Q61143; AID 2553; B-score at 10 µM; HEK293-TRPC6, membrane potential dye, ACh-evoked depolarization; active compounds read low;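 active = B-score under library mean minus 3 SD, initial fluorescence not abnormally high, positive integrated signal ratio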;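 note: B-score derived from integrated fluorescence ratio over the kinetic read; more negative B-score means stronger inhibition of depolarization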
MrgX1 allo act: human MrgX1 positive allosteric modulation, primary screen; MrgX1-HEK293, Fluo-4 calcium flux, FDSS; active compounds read high; 310,000 compounds, 0.63% hits; Q96LB2; B-score at 10 µM;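 active = plate-corrected calcium response at least 3 library SD above typical, normal starting fluorescence, not activating the receptor alone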;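 note: compound read alongside a low EC10 to EC30 dose of BAM8-22 agonist; peak minus trough fluorescence over baseline measured at the second addition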
RGS4 block: human RGS4 inhibition; B-score at 10 µM; AID 463165; 310,000 compounds, 0.45% hits; HEK293 M3R/RGS4 inducible, Fluo-4 calcium flux; active compounds read high; triggered by carbachol at its EC20; P49798;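 active = B-score, a plate-corrected calcium signal, over three deviations above library mean, with baseline fluorescence within five deviations of library mean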;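 note: RGS4 expression induced by doxycycline in cells with stable M3 receptor; B-score is computed from the integrated fluorescence ratio over baseline after carbachol; higher B-score means a larger calcium signal and so more RGS4 inhibition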
Target sequence (P49798 whole entry, looked up): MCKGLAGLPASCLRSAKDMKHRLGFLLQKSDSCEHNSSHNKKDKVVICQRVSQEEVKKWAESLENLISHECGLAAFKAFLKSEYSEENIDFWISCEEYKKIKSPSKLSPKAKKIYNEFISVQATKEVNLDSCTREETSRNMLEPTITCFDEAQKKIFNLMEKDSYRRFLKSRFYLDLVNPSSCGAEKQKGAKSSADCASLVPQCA
SKKanGAS inh: SKKanGAS growth inhibition | S. pyogenes SKKanGAS, kanamycin growth, BacTiter-Glo, 6 h | inhibition, % at 7.5 µM | 300,000 compounds, 1.3% hits | AID 1662;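 active = mean replicate score, as percent of positive control median, at least 50; inconclusive = mean below 50 but one replicate at or above 50; inactive = mean and every replicate below 50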;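 note: strain carries kanamycin resistance gene driven by streptokinase promoter and grows in 40 µg/ml kanamycin; loss of luminescence reflects streptokinase promoter inhibition or plain growth inhibition; 0% = median of DMSO wells and 100% = positive control at its reference dose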
TRPC4 block: blocks the mouse TRPC4 cation channel | HEK293 TRPC4beta/mu-opioid, DAMGO-evoked Fluo4 calcium flux; active compounds read low | 300,000 compounds, 0.39% hits | Q9QUQ5 | B-score at 10 µM;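 active = B-score over 3 SD under the library average, no early fluorescence shift, positive overall ratio signal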
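Assay system: TRPC4beta/mu-opioid receptor HEK293 cell line; compound dosing: single concentration per test compound; detection: Fluo4 Ca2+ flux fluorescence; evaluation: per-well B score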
TRPC6 activator: activators of mouse TRPC6 channel; HEK293-TRPC6 membrane potential dye fluorescence; active compounds read high; B-score at 10 µM; 310,000 compounds, 0.13% hits; AID 2550;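 active = B-score of the integrated fluorescence ratio above library mean plus 3 SD, and starting fluorescence ratio within library mean plus 5 SD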;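 note: higher score means more depolarization so channel activation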
RGS4 pot: RGS4 potentiation or activation; B-score at 10 µM; HEK293 M3R/inducible RGS4, carbachol calcium flux Fluo4; active compounds read low; 310,000 compounds, 0.92% hits;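 active = B-score of the integrated calcium signal more than 4 SD below the library mean, with starting fluorescence not abnormally high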;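 note: negative B-score means reduced calcium response which marks RGS4 activation or potentiation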
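System: HEK293 FlpIn-TREx cells, stable M3R, doxycycline-inducible RGS4. Timing: overnight RGS4 induction, 30 min dye load 37 °C, 20 min compound RT. Also added: carbachol, ECmax concentration. Measured by: Fluo4 fluorescence kinetic imaging of calcium. Evaluation: integrated calcium ratio converted to B score.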
The depositor's hits bear a star; i = inactive; ? = inconclusive; · = not tested or not shown.

SMILES	MrgX1 antag	MrgX1 ag	HIF act	Platelet DG rel	TRPC6 inh	MrgX1 allo act	RGS4 block	SKKanGAS inh	TRPC4 block	TRPC6 activator	RGS4 pot
Cc1cccc(N2CCN(S(=O)(=O)c3cccc4nonc34)CC2C)c1 (configuration not stated)	i	i	-0.6	4.7	i	i	i	14.7	i	i	i
O=C(O)/C=C/c1cnn(-c2ccccc2)c1	·	·	?	-25.3	i	·	i	-10.7	i	i	i
Cc1ccccc1C(=O)NC1CCN(CC(=O)Nc2ccc(N(C)C)cc2)CC1	i	i	-1.4	3.3	i	i	i	2.2	i	i	i
O=C(O)COc1ccc(/C=C2/SC(=S)N(Cc3ccccc3)C2=O)cc1	i	i	-1.9	15.6	i	i	i	15.8	i	i	i
O=C(CCN1C(=O)C2C3C=CC(C3)C2C1=O)NC1CCCc2ccccc21 (configuration not stated)	i	i	-0.2	2.2	i	i	i	2.0	i	i	i
Cc1ccc(-n2ncc3c(SCc4ccccn4)ncnc32)c(C)c1	i	i	0.7	-1.6	i	i	i	-6.0	i	i	i
CC(=O)c1c(C)n(C)c2ccc(OC(=O)c3ccc([N+](=O)[O-])cc3)cc12	i	i	-0.1	2.9	i	i	i	26.6	i	i	i
Cc1cccc(/C(N)=N/OC(=O)c2cccnc2)c1	i	i	1.9	2.4	i	i	i	5.3	i	i	i
O=C(NCc1ccc2c(c1)OCO2)c1ccc(Cl)s1	i	i	0.8	7.0	i	i	i	0.8	i	i	i
COc1cc(C)ccc1OCCOc1cc(C)ccc1Cl	i	i	1.2	-6.5	i	i	i	4.3	i	i	i
Cc1nc(Cl)c(N=Cc2cccc([N+](=O)[O-])c2)c(Cl)n1	i	i	-0.1	-1.4	i	i	i	0.0	i	i	i
Cc1nc2c(C(=O)N3CCN(C)CC3)cnn2c(C)c1Cc1ccc(Cl)cc1	i	i	0.3	-3.5	i	i	i	-5.3	i	i	i
COc1cccc2cc(C(C)N(CCCN3CCOCC3)C(=S)Nc3ccccc3C)oc12 (configuration not stated)	i	i	-0.1	-2.9	i	i	i	-4.2	i	i	i
COCCNC(=O)c1c(N)n(-c2ccccc2)c2nc3ccccc3nc12	i	i	0.0	-3.7	i	i	i	1.2	i	i	i
COc1ccc(C/C(N)=N/OC(=O)Cc2ccccc2)cc1	i	i	-0.4	2.1	i	i	i	9.4	i	i	i
O=C(COC(=O)C1CCN(c2ccc(C(F)(F)F)cn2)CC1)c1ccccc1	i	i	-0.8	-5.3	i	i	i	-8.2	i	i	i
COC(=O)/C=C1\N/C(=N\c2nc(C)cc(C)n2)N(c2ccc(C)c(C)c2)C1=O	i	i	-0.2	0.2	i	i	i	-2.6	i	i	i
CCC(C)NC(=S)N1CCN(Cc2ccc3c(c2)OCO3)CC1 (configuration not stated)	i	i	-0.3	-6.6	i	i	i	-3.8	i	i	i
COC(=O)c1cccn(CC(=O)c2ccc(Cl)cc2)c1=O	i	i	-0.5	-2.6	i	i	i	-4.7	i	i	i
CC(C)Oc1ccc(S(=O)(=O)N2CCOCC2)cc1NC(=O)CN1C(=O)NC2(CCCC2)C1=O	i	i	0.4	2.1	i	i	i	-2.9	i	i	i
COc1cc2c(cc1OC)C(c1cccc(Br)c1)CC(=O)N2 (configuration not stated)	i	i	-6.0	2.5	i	i	i	-2.1	i	i	i
CCCCN(C)S(=O)(=O)c1cc(Br)cc2c1N(C(=O)C1CC1)CC2	i	i	-0.3	-9.8	i	i	i	-7.9	i	i	i
O=C(Nc1ccccc1N1CCN(C(=O)c2ccc(Cl)cc2)CC1)c1cccc(F)c1	i	i	0.0	-1.8	i	i	i	9.7	i	i	i
COc1ccc(-c2c(C)c3cc(O)ccc3oc2=O)cc1OC	i	i	-0.3	-1.0	i	i	i	-8.5	i	i	i
CC(C(=O)O)c1n[nH]c(=O)c2ccccc12 (configuration not stated)	i	i	0.1	-3.7	i	i	i	-11.5	i	i	i
COc1ccc(/C=C/C(=O)N2CCN(S(=O)(=O)c3ccccc3)CC2)cc1OC	i	i	-1.5	-10.1	i	i	i	-6.4	i	i	i
COc1ccc(C2(C)NC(=O)N(CC(=O)NC3(C#N)CCCCC3)C2=O)cc1 (configuration not stated)	i	i	-0.2	3.3	i	i	i	2.0	i	i	i
COc1ccc(Oc2coc3cc(OC(=O)/C=C/c4ccc(F)cc4)ccc3c2=O)cc1	i	i	-0.2	3.4	i	i	i	2.7	i	i	i
COc1ccc(S(=O)(=O)N2CCOCC2)cc1NC(=O)CSc1nnc2c(n1)[nH]c1ccccc12	i	i	-0.5	-4.6	i	i	i	6.3	i	i	i
CCCn1cc(CN2CCC(n3nccc3NC(=O)C(OC)c3ccccc3)CC2)c(C)n1 (configuration not stated)	i	i	-0.8	3.6	i	i	i	-5.0	i	i	i
CN1CCN(c2oc(/C=C/c3ccccc3)nc2C#N)CC1	i	i	0.4	1.8	i	i	i	-1.2	i	i	i
NC(=O)CC(NC(=O)Cc1cccc2ccccc12)c1ccc(NCc2ccc(F)cc2)c([N+](=O)[O-])c1 (configuration not stated)	i	i	-0.6	9.8	i	i	i	11.4	i	i	i
O=C(O)c1ccccc1CSc1nnc2c(n1)[nH]c1ccccc12	i	i	-0.5	3.3	i	i	i	8.5	i	i	i
C=CCN1C=CC(=O)CC1	i	i	0.4	-4.4	i	i	i	1.7	i	i	i
COc1cc(-c2cc(=O)c3c(O)cc(O)cc3o2)ccc1O	i	i	2.7	-2.7	i	i	i	3.6	i	i	i
Cc1cccc(N=Nc2c(N)n[nH]c2N)c1	i	i	1.0	-9.9	i	i	i	-4.6	i	i	i
COc1cccc(NC(=O)C(C)N2C(=O)c3ccccc3C2=O)c1 (configuration not stated)	i	i	-0.2	2.0	i	i	i	0.2	i	i	i
CC(=O)Nc1ccccc1-c1nc2ccccc2nc1OCC(=O)c1ccc(Cl)cc1	i	i	-2.7	1.3	i	i	i	0.9	i	i	i
O=C(Cc1ccc(Cl)cc1)N/N=C/c1c(Cl)cccc1Cl	i	i	-0.2	3.5	i	i	i	10.3	i	i	i
CCCc1cc(Nc2ccc(C)cc2)n2ncnc2n1	i	i	-1.3	5.6	i	i	i	-1.8	i	i	i
CN(C)C(=O)c1ccc(-n2cccn2)nc1	i	i	0.1	2.1	i	i	i	-2.2	i	i	i
O=C(O)CCN1C(=O)c2ccncc2C1=O	i	i	-0.4	0.0	i	i	i	3.3	i	i	i
COc1ccc(C(=O)NCC(=O)N/N=C/c2c(C)[nH]c3ccccc23)cc1	i	i	-0.8	-3.4	i	i	i	-1.7	i	i	i
O=C1CSc2ccc(S(=O)(=O)NCc3ccccc3Cl)cc2N1	i	i	·	3.0	i	i	i	5.9	i	i	i
Cn1c(SCc2nc3ccccc3c(=O)[nH]2)nc2ccccc21	i	i	1.1	-1.3	i	i	i	-2.6	i	i	i
CCOC(=O)C1(Cc2cccc(F)c2)CCN(C(=O)Cn2cnnn2)CC1	i	i	0.3	4.1	i	i	i	0.1	i	i	i
COc1ccc(CCNC(=O)COc2ccc3c(C)cc(=O)oc3c2)cc1OC	i	i	0.2	0.4	i	i	i	-1.1	i	i	i
Oc1ccc2ccccc2c1/C=N/Nc1ccccc1	i	i	-0.6	7.3	i	i	i	0.5	i	i	i
Cc1ccc(S(=O)(=O)Nc2ccc3c(c2)CCC3)cc1	i	i	-1.2	-10.4	i	i	i	-3.0	i	i	i
CSc1ccc(/C=C(\NC(=O)c2ccccc2)C(=O)NCCN2CCOCC2)cc1	i	i	0.5	1.2	i	i	i	1.0	i	i	i
O=C(COC(=O)c1ccccc1)NCc1ccco1	i	i	-0.2	11.1	i	i	i	-0.5	i	i	i
O=C(N/N=C/c1ccco1)c1cccc(NC(=O)c2cccc(Cl)c2)c1	i	i	0.7	-0.5	i	i	i	-0.8	i	i	i
C(=C\c1ccccc1)/CNCC1CCCO1 (configuration not stated)	i	i	-0.3	8.6	i	i	i	-3.2	i	i	i
COc1ccccc1C1CC(=O)Nc2cc(C)c(C)cc21 (configuration not stated)	i	i	1.7	16.4	i	i	i	-2.3	i	i	i
O=C(c1ccc(NS(=O)(=O)c2cccc([N+](=O)[O-])c2)cc1)N1CCCCCC1	i	i	-0.2	0.5	i	i	i	-7.1	i	i	i
CCC(C)c1ccccc1N1CC(C(=O)N2CCN(S(=O)(=O)c3ccccc3Br)CC2)CC1=O (configuration not stated)	i	i	-1.3	22.4	i	i	i	1.2	i	i	i
CN=CC1=C(O)C(C(=O)OC)C(C)(C)CC1=O (configuration not stated)	i	i	-0.8	12.9	i	i	i	-36.1	i	i	i
COc1ccc(N(CC(=O)N2CCc3ccccc32)S(=O)(=O)c2c(C)n[nH]c2C)cc1	i	i	-0.2	4.4	i	i	i	-1.6	i	i	i
CC1(C)CC(=O)C(C2C3=C(CC(C)(C)CC3=O)Oc3ccccc32)C(=O)C1 (configuration not stated)	i	i	-0.5	-9.0	i	i	i	-5.4	i	i	i
COc1ccc(Cl)cc1NC(=O)NC(C)C	i	i	-0.3	6.8	i	i	i	-10.6	i	i	i
More records:
SMILES	MrgX1 antag	MrgX1 ag	HIF act	Platelet DG rel	TRPC6 inh	MrgX1 allo act	RGS4 block	SKKanGAS inh	TRPC4 block	TRPC6 activator	RGS4 pot
O=C(NCCN1CCN(c2ccccc2)CC1)c1cccc(Br)c1	i	i	0.5	2.5	i	i	i	-3.7	i	i	i
Fc1ccc(CSc2nc3ccccc3[nH]2)cc1	i	i	2.1	7.3	i	i	i	8.5	i	i	i
O=C(c1ccccc1)N1CCC(=O)N(C(CO)Cc2ccccc2)CC1 (configuration not stated)	i	i	-0.6	-0.8	i	i	i	-1.9	i	i	i
N#C/C(=C\c1c[nH]c2ccccc12)C(N)=O	i	i	2.1	4.8	i	i	i	-5.4	i	i	i
Cc1c(Nc2cc(N3CCOCC3)c3nonc3c2[N+](=O)[O-])c(=O)n(-c2ccccc2)n1C	i	i	-0.2	1.6	i	i	i	0.1	i	i	i
COC(=O)Cc1n[nH]c(=O)c2ccccc12	i	i	-0.1	12.8	i	i	i	0.8	i	i	i
O=C(NCc1ccccc1F)C1CCCN1S(=O)(=O)c1ccc(F)cc1 (configuration not stated)	i	i	0.4	0.0	i	i	i	-2.3	i	i	i
COc1ccc(C=O)c2[nH]c3c(Cl)ncnc3c12	·	·	-1.4	-2.1	i	·	i	-5.0	i	i	i
C=CCn1c(Cc2ccc(OCC)cc2)nnc1SCC(N)=O	i	i	-0.6	-4.9	i	i	i	0.5	i	i	i
O=C(NCc1ccco1)c1cccc(N2CCCC2=O)c1	i	i	-0.3	-4.9	i	i	i	-12.6	i	i	i
